Screening results deposited in PubChem BioAssay by National Center for Advancing Translational Sciences (NCATS).
aSyn yeast inh – qHTS of alpha-syn Inhibitors; Yeast expressing alpha-synuclein, growth rescue, BacTiter-Glo, 24 h; Potency, µM (highest dose often 46.1 µM), for inactives: top-dose growth rescue (activation), actives largely listed as activators; 370,000 compounds, 0.14% hits; note: potency is the fitted concentration of half-maximal effect; % of control where 0% means no effect; nearly all actives have a fitted effect of over 65% in size
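Rescue of yeast growth: cells expressing toxic alpha-synuclein, induced in galactose at OD600 0.02, incubated with compound 24 h at 30 C. ATP luminescence quantified growth; inhibitors of toxicity appear as activators.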
EPAC1 ag – qHTS for Agonist of cAMP-regulated guanine nucleotide exchange factor 3 (EPAC1): primary screen | Potency, µM (doses to about 154 µM), for the others: at the top dose activation, actives largely listed as activators | EPAC1 agonist qHTS, biochemical assay; response scale: 100% = response to 6.5 mM cAMP | AID 720707, 2013 | Rap guanine nucleotide exchange factor 3 (Homo sapiens), O95398 | 360,000 compounds, 0.073% hits; note: potency is the fitted concentration of half-maximal effect; nearly all actives have a fitted effect of over 60% in size
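Fluorescent GDP-exchange assay: 100 nM EPAC1 with 250 nM Rap1B preloaded with BODIPY-GDP and 50 uM GDP; compounds tested as concentration series, 5 min at room temperature, then read every 5 min for 30 min (ex 480/em 540 nm); normalized to 6.5 mM cAMP.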
EPAC1 antagonist – qHTS for Antagonist of cAMP-regulated guanine nucleotide exchange factor 3 (EPAC1): primary screen. EPAC1 GEF assay, Rap1b-BODIPY-GDP exchange fluorescence. 360,000 compounds, 0.14% hits. Potency, µM (series often up to 115 µM), for inactives: top-dose activity change, negative = inhibition, most hits filed as inhibitors. Rap guanine nucleotide exchange factor 3 (Homo sapiens), O95398;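 note: potency is the fitted concentration of half-maximal effect; plate controls were vehicle for no effect and positive control for full effect; nearly all actives have a fitted effect of over 50% in size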
PLK1 PBD block – qHTS for Inhibitors of PLK1-PDB (polo-like kinase 1 - polo-box domain): Primary Screen; Potency, µM, for inactives: max response, negative = inhibition, actives largely listed as inhibitors; 360,000 compounds, 2.8% hits; Serine/threonine-protein kinase PLK1 (Homo sapiens), P53350; AID 720504, 2013; Plk1 PBD binding of FITC phosphopeptide, fluorescence polarization; note: potency is the fitted concentration of half-maximal effect; series mostly up to about 57 µM; % is set by controls: 0 for no effect and ±100 for the full control effect; nearly all actives have a fitted effect of over 65% in size
Target sequence (P53350 whole entry, looked up, the tested form may be a part): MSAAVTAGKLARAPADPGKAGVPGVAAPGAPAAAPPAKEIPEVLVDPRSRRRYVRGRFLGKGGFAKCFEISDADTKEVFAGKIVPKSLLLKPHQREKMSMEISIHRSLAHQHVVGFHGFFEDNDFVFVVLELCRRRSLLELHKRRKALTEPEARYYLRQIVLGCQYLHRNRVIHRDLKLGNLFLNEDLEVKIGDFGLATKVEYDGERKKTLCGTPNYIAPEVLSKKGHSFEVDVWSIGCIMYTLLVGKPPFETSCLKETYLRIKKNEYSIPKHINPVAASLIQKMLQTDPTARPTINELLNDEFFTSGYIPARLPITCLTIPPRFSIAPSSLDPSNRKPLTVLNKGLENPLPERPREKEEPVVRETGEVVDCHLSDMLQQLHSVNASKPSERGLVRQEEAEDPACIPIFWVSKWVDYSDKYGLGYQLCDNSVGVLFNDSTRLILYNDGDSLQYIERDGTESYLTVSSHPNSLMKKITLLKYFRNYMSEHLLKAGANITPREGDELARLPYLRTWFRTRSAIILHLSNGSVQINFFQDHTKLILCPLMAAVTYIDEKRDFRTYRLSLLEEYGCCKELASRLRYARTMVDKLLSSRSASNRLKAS
PI5P4Ka inh – qHTS for Inhibitors of phosphatidylinositol 5-phosphate 4-kinase (PI5P4K). AID 652105, 2013. 330,000 compounds, 1.2% hits. PI5P4Kalpha enzyme, ADP-Glo luminescence, 60 min; stronger effect = lower value. max response, %; active = max response of -50% or lower; inconclusive = between -30% and -50%; inactive = -30% or higher; note: value at the top dose of about 77 µM; % is set by controls: 0 for no effect and ±100 for the full control effect
Target sequence (P48426 whole entry, looked up): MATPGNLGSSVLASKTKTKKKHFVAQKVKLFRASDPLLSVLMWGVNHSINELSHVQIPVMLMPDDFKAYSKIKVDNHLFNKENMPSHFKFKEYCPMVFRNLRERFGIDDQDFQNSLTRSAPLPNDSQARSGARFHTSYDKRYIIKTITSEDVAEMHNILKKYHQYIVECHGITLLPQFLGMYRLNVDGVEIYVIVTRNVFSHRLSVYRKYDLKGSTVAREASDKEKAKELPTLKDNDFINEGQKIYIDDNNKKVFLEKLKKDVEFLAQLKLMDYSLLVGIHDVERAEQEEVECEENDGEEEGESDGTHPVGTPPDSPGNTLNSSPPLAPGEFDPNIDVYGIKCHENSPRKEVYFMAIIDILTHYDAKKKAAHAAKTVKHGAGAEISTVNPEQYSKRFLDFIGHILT
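Reactions run in 0.038 M HEPES pH 7.4, 0.28 mM EGTA, 0.1% CHAPS and 5% DMSO, with PI5P4Kalpha, substrate, compound and 5 microM ATP final, one hour at room temperature. Readout is ADP-Glo luminescence.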
WRN helicase inh – qHTS for Inhibitors of WRN Helicase | WRN helicase unwinding, fluorescent forked duplex, kinetic | Potency, µM (doses to about 114 µM), inactives show at the highest dose activity change, negative = inhibition, usual class: inhibitors | 360,000 compounds, 0.46% hits | AID 651768, 2012; note: potency is the fitted concentration of half-maximal effect; % is set by controls: 0 for no effect and ±100 for the full control effect; nearly all actives have a fitted effect of over 55% in size
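Screening of the MLSMR collection measured strand separation of a quenched forked DNA duplex (100 nM) by 20 nM WRN with 2 mM ATP, all final. Compounds were preincubated with enzyme 15 min at room temperature.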
Abeta yeast res – qHTS for compounds that reverse cellular toxicity of Amyloid beta (A-beta) peptide in yeast: Primary Screen; yeast expressing A-beta42, growth rescue, OD600, 48 h; response scale: 0% DMSO, 100% iron-clioquinol control; Potency, µM (top dose mostly 46.1 µM), for the others: at the highest dose growth rescue, actives largely listed as activators; 410,000 compounds, 0.063% hits; note: potency is the fitted concentration of half-maximal effect; nearly all actives have a fitted effect of over 55% in size
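Yeast A-beta toxicity model in growth medium with pinned compounds, 48 h at 30 C; growth read as absorbance at 600 nm. Normalized to FeCl3/clioquinol equimolar mix (positive) and DMSO (negative).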
IL-2 act – qHTS of IL-2 Activators | IL-2 activation reporter assay, cell-based qHTS; stimulated with anti-CD3/CD4/CD28 beads; in transgenic mouse T cells | activation, % (series mostly up to about 46 µM) | 360,000 compounds, 0.065% hits; in the data active = activation above about 50%; inconclusive = mostly about 30% to 49%; note: 0% is about no effect
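First, unstimulated transgenic mouse T cells were exposed to compound for 60 min. Next, anti-CD3/anti-CD4-coated beads with anti-CD28 were added. Finally, after 18 h at 37 degrees C, EGFP and DsRed were imaged.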
FUS yeast rescue – qHTS for Suppressors of FUS Proteinopathy: Primary screen using FUS-linked yeast assay. 390,000 compounds, 0.24% hits. Potency, µM (top dose mostly 76.6 µM), inactives show at the top dose growth rescue (activation), actives largely listed as activators. AID 1347120, 2019. S. cerevisiae FUS-expressing, growth rescue, OD600, 24 h;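 note: potency is the fitted concentration of half-maximal effect; plate controls were DMSO vehicle for no effect and reference control for full effect; nearly all actives have a fitted effect of over 55% in size; some results filed as inactive show a strong effect at the top dose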
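Yeast FUS proteinopathy model; galactose-induced FUS (2%), starting OD 0.005. Cpds in dilution series, 24hr, 30C, 99% humidity. Abs 600 nm growth. Pos ctrl CP55940 (top 92uM final); neg ctrl DMSO.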
Numbers without * were called inactive; ? = inconclusive; . = not tested or not shown; & = joins results of further samples; [ ] = remark or other dose. Unless noted, calls come from the whole dose curve; as a rule, active = well fitted curve in the direction sought with a large enough effect; inconclusive = small, poorly fitted or top-dose-only effect, or another doubt; inactive = no such curve, though single readings can be large; an effect the other way counts as inactive or inconclusive.

SMILES	aSyn yeast inh	EPAC1 ag	EPAC1 antagonist	PLK1 PBD block	PI5P4Ka inh	WRN helicase inh	Abeta yeast res	IL-2 act	FUS yeast rescue
Cc1ccccc1Cn1c(C)cc(C)c(C#N)c1=O	-4%	3%	9%	0%	3	0%	3%	1.0	-1%
Cc1csc(SCC(=O)c2ccc(S(=O)(=O)N3CCOCC3)cc2)n1	-1%	17%	0%	-21%	-12	-3%	-3%	-3.1	31%
Cc1ccc(N2C(=O)Nc3ccccc3C2(O)C(=O)N2CCN(c3ccccn3)CC2)cc1C (stereo not drawn)	5%	0%	9%	-10%	7	-8%	2%	0.4	3%
CCc1cc2ccc(C)cc2nc1SCC(=O)NNC(=O)c1ccco1	-10%	1%	5%	-2%	1	-3%	14%	-0.1	-13%
CCc1cc(C(N)=O)c(NC(=O)c2ccc(OC)cc2)s1	-41%[inhibitor]	9%	?	-1%	3	-25%	-72%[inhibitor]	-4.8	16%
Cc1cc(C)n(-c2nnc(SCC(=O)NC3CCCC3)c3ccccc23)n1	3%	2%	2%	-8%	2	0%	20%	-1.7	7%
O=C(Nc1nc(-c2ccccc2)ns1)c1ccncc1	1%	-8%	-9%	8.4µM*	-27	5%	11%	-5.4	-10%
CCCCCOC(=O)C1C(c2ccccc2)C(C(=O)O)C1c1ccccc1 (stereo not drawn)	9%	-2%	3%	-1%	-2	-12%	-3%	0.1	2%
COc1cccc(OCCCCN2CC(C)OC(C)C2)c1 (stereo not drawn)	15%	15%	-7%	1%	-4	1%	-10%	-2.5	-4%
Cc1ccc([N+](=O)[O-])cc1NC(=O)c1ccc(-c2ccccc2)cc1	-2%	0%	-9%	-6%	-2	-12%	20%	2.0	-2%
CC(C)(C)NS(=O)(=O)c1ccc(CCC(=O)N2CCOCC2)cc1	-17%	-1%	5%	-8%	-1	5%	1%	-1.3	6%
CCc1ccc(NC(=S)N2CCN(C)CC2)cc1	2%	-16%	-29%	-1%	3	9%	-11%	-2.3	-14%
Cc1cc(S(=O)(=O)Nc2cc(C)c(O)c(C)c2)c(C)s1	-6%	7%	-17%	-1%	.	-14%	-12%	3.0	-23%
C[C@H](CO)N1C[C@H](C)[C@H](CN(C)C(=O)Nc2ccc(C(F)(F)F)cc2)OCc2cnnn2CCCC1=O	-1%	-4%	-6%	-8%	0	-6%	6%	-0.9	1%
Cc1ccsc1C(=O)NNC(=O)C1CCCCC1C(=O)O (stereo not drawn)	4%	3%	-26%	-12%	9	1%	4%	-0.7	0%
O=C(Oc1ccc(OC(=O)N2CCOCC2)cc1)c1ccccc1	5%	5%	4%	-5%	0	3%	-1%	-0.4	-9%
CCCCC(=O)Nc1ccc2oc(-c3ccncc3)nc2c1	10%	3%	-7%	-4%	5	-9%	7%	0.2	17%
Cc1ccc(C)c(CSC2=NN3CCCC(=O)N=C3S2)c1	6%	6%	?	-4%	-1	-16%	-7%	0.2	17%
CCOC(=O)CSc1nc2ccccc2c(=O)n1C1CCCC1	6%	4%	0%	-5%	11	-2%[57.1 µM]	0%	-1.0	18%
COC1=CC(=O)OC(c2ccccc2)C1 (stereo not drawn)	-1%	9%	-2%	7%	-2	-2%	-7%	-0.7	-4%
CCN(CC)CCN1C(=O)c2oc3ccccc3c(=O)c2C1c1ccccc1 (stereo not drawn)	2%	3%	-1%	-6%	.	-5%	7%	-0.5	18%
CC(O)CSc1nc2c(c(=O)n(C)c(=O)n2C)n1CCCc1ccccc1 (stereo not drawn)	0%	-9%	-6%	-13%	-1	-11%	-3%	-0.6	4%
Cc1sc2ncnc(Sc3nnnn3-c3ccccc3)c2c1C	-15%&-1%	-3%	3%	?	.	-6%	-11%	-2.3	-17%
C=CCN1CCN(c2ccncc2S(=O)(=O)N2CCN(C)CC2)CC1	0%	9%	11%	-10%	0	-6%	4%	2.7	-21%
CCCn1c(SCC(=O)c2ccc3c(c2)OCCO3)nc2c1c(=O)n(C)c(=O)n2C	-11%	-3%	17%	-4%	.	-1%	6%	-1.4	-22%
Cc1ccc(-c2nc(N)sc2-c2ccccc2)cc1C	-21%	-11%	-29%	-3%	15	-2%	25%	1.3	.
Cc1nc2sc(C(N)=O)c(N)c2c2c1CCCC2	19%	5%	-7%	-10%	1	-9%	15%	-0.1	?
Cc1ccc(CN2CCN(c3ncccn3)CC2)o1	-10%	12%	3%	-11%	.	5%	-18%	-2.1	?
COc1cc(/C=N/NC(=O)Nc2ccccc2)ccc1OCCOc1ccccc1C	-1%	5%	6%	-1%	.	-9%	6%	-0.3	-2%
Cc1ccc2nc(C)cc(Nc3ccc4c(c3)OCCO4)c2c1	-7%	3%	0%	-10%	0	-5%	-13%	-3.0	7%
O=P(O)(CCCP(=O)(O)CCc1ccccc1)CCc1ccccc1	-4%	13%	-14%	-7%	5	-6%	6%	-0.2	4%
O=C(Nc1nnc(-c2ccc3c(c2)CCCC3)o1)c1ccccc1	?	-28%	-10%	-17%	-15	-11%	?	-0.9	2%
COc1cccc2c(O)c(-c3ccccc3)c(=O)[nH]c12	7%	14%	0%	-1%	-3	-2%	19%	0.1	-26%
O=C(NCC(c1ccco1)N1CCN(c2ccccc2F)CC1)C(=O)NC1CCCC1 (stereo not drawn)	3%	-2%	3%	1%	-1	8%	18%	-2.3	-2%
O=C(CN1C(=O)C2CCCCC2C1=O)OCC(=O)c1ccc(Cl)s1 (stereo not drawn)	0%	-12%	10%	-2%	-2	-5%	4%	-2.7	10%
COc1ccc(CCNC(=O)C(C)OC(=O)c2cccs2)cc1OC (stereo not drawn)	0%	-6%	14%	2%	6	11%	-4%	1.7	-1%
CC(C)(C)NC(=O)NC(=O)COC(=O)CNS(=O)(=O)/C=C/c1ccccc1	2%	-3%	2%	2%	-6	-1%	-8%	-0.2	6%
Cc1ccc(S(=O)(=O)N2CCC(=O)N(C(COCc3ccccc3)Cc3ccccc3)CC2)cc1 (stereo not drawn)	1%	-5%	-16%	-9%	7	-7%	5%	-3.6	9%
C=C(C)c1ccc(C(C)(C)NC(=O)N2CCN(C)CC2)cc1	-1%	1%	-11%	-9%	2	7%	-5%	1.1	-7%
COc1ccc(N2CCN(C(C)C(=O)N(C)Cc3ccccc3)CC2)cc1 (stereo not drawn)	-4%	6%	-13%	-6%	10	-5%[57.1 µM]	-16%	0.0	-20%
CCOC(=O)C1=C(Nc2ccccc2)CSC1	0%	14%	4%	-1%	-1	4%	-1%	-1.6	0%
COC(=O)c1cnc2c(c(C)nn2C)c1OC	4%	0%	15%	4%	-3	1%	4%	0.1	-16%
CCOC(=O)c1c(C)n(C)c2ccc(OCC(N)=O)cc12	5%	-11%	9%	1%	2	-1%	-8%	-2.3	-11%
COc1ccc(CCn2c(C)cc3c(c2=O)C(c2ccc4c(c2)OCO4)C(C#N)=C(N)O3)cc1OC (stereo not drawn)	-2%	0%	8%	-2%	-4	2%	-4%	0.6	6%
O=C(COCC(=O)Nc1cccc(C(F)(F)F)c1)Nc1cccc(C(F)(F)F)c1	-13%	9%	-14%	0%	.	-3%	27%	-2.6	22%
Cc1nc(Nc2ccccc2)sc1C(=O)Nc1ccccc1	-1%	12%	-19%	-8%	6	-32%	19%	-0.7	-20%
COc1ccccc1N1CCN(C(=O)C2CCC(Cn3c(=S)[nH]c4ccccc4c3=O)CC2)CC1 (stereo not drawn)	.	-3%	-6%	-9%	3	-15%	12%	0.5	29%
COc1cc(NC(=O)CSc2nc3ncnc(N)c3[nH]2)c(C(=O)O)cc1OC	2%	3%	-1%	-11%	-6	1%	6%	1.0	24%
COc1ccc(C(C(=O)NCc2ccccc2)N(C(=O)c2snc(C(N)=O)c2N)C2CCCC2)cc1 (stereo not drawn)	3%	3%	-25%	-9%	10	1%	-5%	-0.5	?
COc1cc2c(cc1OC)-c1cc(NC3CCCCCCC3)nc(=O)n1CC2	-2%	1%	13%	-1%	2	-15%	-11%	-0.7	12%
The list continues:
SMILES	aSyn yeast inh	EPAC1 ag	EPAC1 antagonist	PLK1 PBD block	PI5P4Ka inh	WRN helicase inh	Abeta yeast res	IL-2 act	FUS yeast rescue
Cc1cc(N2CCN(Cc3nc(-c4ccc(F)cc4)oc3C)CC2)cc(C)n1	6%	5%	-3%	-5%	0	7%	-5%	-3.5	-10%
Cc1cc2c(cc1C)NC(c1ccccn1)C1=C(CC(C)(C)CC1=O)N2 (stereo not drawn)	-4%	-5%	-9%	-14%	4	2%	13%	-0.4	-1%
Cc1ccc(F)cc1NC(=O)CSCc1c(C)noc1C	0%	1%	7%	-2%	-4	-4%	3%	-0.4	-20%
O=C(O)CSc1ncnc2scc(-c3ccccc3)c12	6%	13%	-8%	-6%	-76*	0%	-5%	7.5	-5%
COc1ccc(C(CNC(=O)C(C)Sc2ccccc2)N2CCOCC2)cc1 (stereo not drawn)	0%	5%	-16%	-1%	7	2%	6%	1.0	-9%
CC1(C)CC(n2c(=S)[nH]c3ccccc3c2=O)CCO1 (stereo not drawn)	7%	-7%	0%	-7%	-5	-8%	2%	-5.6	.
CCOc1c(Cl)cc(CNc2nnnn2C)cc1OC	0%	4%	-24%	9%	3	-7%[57.1 µM]	-8%	0.3	12%
